ROS inducer: inducers of reactive oxygen species in cancer cells | U2OS ROS induction, H2DCF-DA fluorescence | ROS induction (% of piperlongumine), % at 10 µM | actives 2% (n = 46,000); in the data active = ROS induction above about 79%, passing the limit was not always enough; inconclusive = no clear call, values can overlap the other calls;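 note: 0% = DMSO vehicle median and 100% = reference compound median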
* = called active by the depositor; ? = inconclusive. Only part of the results is shown. The share of hits here may be higher or lower than overall.

Start of the listing, in advance, 2 compounds:
canonical_smiles,ROS inducer
CC(=O)O[C@H]1C[C@@H](OC(C)=O)C(C)(C)C2C[C@@H](OC(C)=O)[C@@]3(C)C4=CC(=O)O[C@@H](c5ccoc5)[C@]4(C)CCC3[C@]21C (stereo partly specified),4.2
CS(=O)(=O)N(CC(N)=O)Cc1ccc(Cl)cc1,-6.3

The listing, from the start:
canonical_smiles,ROS inducer
CC(=O)O[C@H]1C[C@@H](OC(C)=O)C(C)(C)C2C[C@@H](OC(C)=O)[C@@]3(C)C4=CC(=O)O[C@@H](c5ccoc5)[C@]4(C)CCC3[C@]21C (stereo partly specified),4.2
CS(=O)(=O)N(CC(N)=O)Cc1ccc(Cl)cc1,-6.3
O=C(NCc1ccc(F)cc1)[C@@H]1C[C@@H]2C(=O)N3CCC[C@H]3C(=O)N2[C@@H]1c1ccc(O)cc1,0.6
O=C(O)c1ccc(-c2nnc(-c3ccccc3Cl)o2)cc1,8.6
C[C@H](CO)N1C[C@H](C)[C@@H](CN(C)Cc2ccc3c(c2)OCO3)Oc2c(NC(=O)NC3CCCCC3)cccc2C1=O,9.8
COC(=O)c1cccc(C(=O)OC)c1,4.1
Nc1nonc1N1CCCCC1,15.7
COc1ccc(NC(=O)Nc2ccc3c(c2)C(=O)N([C@H](C)CO)C[C@H](C)[C@H](CN(C)C(=O)Nc2ccc(F)cc2)OCCCC[C@@H](C)O3)cc1,14.7
Cc1ccc(S/C(=C/N(C)C)C(=O)c2ccc(C)cc2)cc1,-6.3
C[C@H](CO)N1C[C@H](C)[C@@H](CN(C)S(=O)(=O)c2ccc(Cl)cc2)Oc2ccc(NC(=O)Nc3cccc4ccccc34)cc2C1=O,3.2
CC(C)NC(=O)N(C)C[C@H]1Oc2ccc(NC(=O)Nc3cccc4ccccc34)cc2C(=O)N([C@H](C)CO)C[C@@H]1C,-5.1
C[C@H](CO)N1C[C@H](C)[C@@H](CN(C)S(C)(=O)=O)Oc2c(NC(=O)c3nc4ccccc4s3)cccc2C1=O,-2.3
O=C(OCc1ccco1)c1ccc(S(=O)(=O)N2CCCCC2)cc1,7.0
C=C1C2=CC(=O)O[C@@H](c3ccoc3)[C@]2(C)CCC1[C@@]1(C)C=CC(=O)C(C)(C)[C@@H]1CC(=O)OC (stereo partly specified),2.3
CCOc1ccc(-c2cc(C(=O)NCCCN3CCCCC3)c3ccccc3n2)cc1,54.7
COC(=O)CCCCCCC(=O)N/N=C/c1cc(O)ccc1Br,26.3
CCSC(=O)NC1CCCCC1,11.6
Clc1ccc2nc(N3CCCCC3)[nH]c2c1,-2.2
C[C@@H]1CCCCO[C@H](CN(C)S(=O)(=O)c2ccccc2)[C@@H](C)CN([C@H](C)CO)C(=O)c2cc(NS(=O)(=O)c3cn(C)cn3)ccc2O1,0.8
OC1CCCN(Cc2ccccc2)C1 (stereo unspecified),6.3
O=C(CCc1ccccc1)Nc1cccnc1,-7.4
C[C@@H]1CN([C@H](C)CO)C(=O)c2cc(NC(=O)CCCN(C)C)ccc2O[C@H]1CN(C)C(=O)Nc1ccc(F)cc1,-4.5
CC1=C(C)CC(C(=O)c2ccc(C)cc2)C(C(=O)O)C1 (stereo unspecified),13.2
Nc1cc(=O)nc(SCC(=O)NCc2ccccc2)n1-c1ccccc1,-0.9
COc1ccc(C(=O)O)cc1S(=O)(=O)NCCc1ccc(F)cc1,25.3
Cc1noc(C)c1S(=O)(=O)N(C)C[C@@H]1Oc2ccc(NS(=O)(=O)c3ccccc3)cc2C(=O)N([C@H](C)CO)C[C@@H]1C,15.6
C[C@@H]1CN([C@@H](C)CO)C(=O)c2cccc(NS(=O)(=O)c3ccccc3)c2O[C@H]1CN(C)Cc1ccc(Oc2ccccc2)cc1,16.0
C[C@@H]1CN([C@H](C)CO)C(=O)CCCn2cc(nn2)CO[C@H]1CN(C)C(=O)Nc1cccc(F)c1,-4.7
COc1ccc(NC(=O)Nc2ccc3c(c2)C(=O)N([C@@H](C)CO)C[C@@H](C)[C@@H](CN(C)Cc2ccc(Cl)c(Cl)c2)O3)cc1,0.5
Cc1cc(Br)cc(C)c1NC(=O)CSc1nnc(-c2cc3cc(Cl)ccc3o2)n1C,6.9
C[C@@H]1CN([C@@H](C)CO)C(=O)c2cc(NC(=O)Cc3ccccc3)ccc2O[C@H]1CN(C)S(C)(=O)=O,-14.5
C=CCN(CC=C)Cc1c(O)ccc2c(=O)c(-c3ccccc3)coc12,25.5
NS(=O)(=O)c1ccc(CCNC(=O)CCC2COc3ccccc3O2)cc1 (stereo unspecified),21.4
C[C@H](CO)N1C[C@H](C)[C@H](CN(C)C(=O)Nc2ccc(F)cc2)Oc2ccc(NC(=O)c3ccncc3)cc2CC1=O,1.2
CCNC(=O)C1CCCN(c2nnc(N3CCCC3=O)s2)C1 (stereo unspecified),-9.0
O=C(CCCCCCC(=O)Nc1ccccc1O)N/N=C/c1cccc(Oc2ccccc2)c1,34.1
COc1ccc(NC(=O)N(C)C[C@@H]2Oc3ccc(NC(=O)Nc4ccccc4)cc3CC(=O)N([C@H](C)CO)C[C@@H]2C)cc1,3.8
C[C@@H]1CN([C@H](C)CO)C(=O)c2cc(NC(=O)CCN3CCOCC3)ccc2O[C@H]1CN(C)C,-8.9
C[C@@H]1CN([C@@H](C)CO)C(=O)c2cccc(NC(=O)NC3CCCCC3)c2O[C@@H]1CN(C)C(=O)Nc1ccc(F)cc1,-5.7
CNC(=O)COc1ccc(Nc2nnc(-c3ccc(C)cc3)c3ccccc23)cc1,1.2
CC(C)NC(=O)N(C)C[C@@H]1Oc2c(NC(=O)c3cnccn3)cccc2C(=O)N([C@H](C)CO)C[C@H]1C,-9.7
C[C@H](CO)N1C[C@H](C)[C@@H](CN(C)Cc2ccc(C(=O)Nc3ccccc3N)cc2)Oc2c(NS(=O)(=O)c3ccc(F)cc3)cccc2C1=O,-0.9
C[C@@H]1CN([C@H](C)CO)C(=O)c2cc(NC(=O)CCC(F)(F)F)ccc2O[C@@H]1CN(C)Cc1ccccc1,-4.3
C[C@H](CO)N1C[C@H](C)[C@@H](CN(C)Cc2ccc(Cl)c(Cl)c2)Oc2c(NC(=O)C3CCOCC3)cccc2C1=O,27.0
CNC[C@H]1Oc2ccc(NC(=O)Nc3cccc4ccccc34)cc2C(=O)N([C@@H](C)CO)C[C@@H]1C,-11.1
C[C@@H]1CCCCO[C@H](CN(C)S(=O)(=O)c2ccc(Cl)cc2)[C@@H](C)CN([C@H](C)CO)C(=O)c2cc(NS(=O)(=O)c3ccc(F)cc3)ccc2O1,?
COc1ccc(-n2cnc3cc(NCc4ccccc4O)ccc32)cc1,29.5
Cc1cnc(NC(=O)C2C(=O)c3ccccc3S(=O)(=O)N2C)s1 (stereo unspecified),-11.5
COc1cc(C)c(C(=O)Oc2cc(C)c(C(=O)Oc3cc(C)c(C(=O)NC(C)C(=O)O)c(O)c3)c(O[C@@H]3O[C@H](CO)[C@@H](O)[C@H](O)[C@H]3O)c2)c(OC)c1 (stereo partly specified),12.6
C[C@H]1CN([C@@H](C)CO)C(=O)Cc2cc(NC(=O)CCC(F)(F)F)ccc2O[C@H]1CN(C)C(=O)Nc1ccc(C(F)(F)F)cc1,-9.0
C=CCn1c(-c2ccccc2Cl)nc2ccccc21,-4.6
C[C@H](CO)N1C[C@H](C)[C@H](CN(C)S(=O)(=O)c2cn(C)cn2)Oc2ccc(NS(C)(=O)=O)cc2CC1=O,-6.7
N#Cc1ccc(/C=N/NC(=O)c2cccc(C(=O)NO)c2)cc1,-9.5
CCOC(=O)C1CCN(C(=O)c2sc(-c3ccc4c(c3)CCO4)nc2C)CC1,2.6
CC(Oc1ccc(Br)cc1)C(=O)Nc1ccccc1[N+](=O)[O-] (stereo unspecified),8.4
N#Cc1ccc(/C=N/NC(=O)CCCCCCC(=O)Nc2ccccc2O)cc1,2.5
O=S(=O)(CCN1CCSCC1)c1ccccc1,1.9
COc1ccc([N+](=O)[O-])cc1N(CC(=O)Nc1ccccc1Cl)S(C)(=O)=O,-10.6
Cc1sc(NC(=O)c2cc3ccccc3oc2=O)c(C(=O)NCc2cccnc2)c1C,-7.3
Cc1ccc(S(=O)(=O)N(C)C[C@H]2Oc3ccc(N(C)C)cc3C(=O)N([C@@H](C)CO)C[C@@H]2C)cc1,-24.6

(next part)
canonical_smiles,ROS inducer
C[C@@H]1CN([C@@H](C)CO)C(=O)c2cc(NC(=O)C3CC3)ccc2O[C@H]1CN(C)Cc1ccc(Cl)c(Cl)c1,17.1
CCOC(=O)c1c(NC(=O)Cn2nc([N+](=O)[O-])c(Cl)c2C)sc2c1CCC2,9.3
C[C@@H]1CN([C@H](C)CO)C(=O)c2cc(NS(=O)(=O)c3ccc(Cl)cc3)ccc2O[C@@H]1CN(C)S(C)(=O)=O,-9.2
C[C@@H]1CCCCO[C@@H](CN(C)Cc2ccc(C(=O)Nc3ccccc3N)cc2)[C@@H](C)CN([C@H](C)CO)C(=O)c2cc(NC(=O)Nc3cccc4ccccc34)ccc2O1,27.2
O=C(NCc1ccco1)C(c1ccccc1)c1ccccc1,-6.9
COc1ccc(OC)c(NS(=O)(=O)c2cc(OC)ccc2OC)c1,-10.3
Cc1ccc(C2CC(=O)NC(SCC(=O)OC(C)C)=C2C#N)cc1 (stereo unspecified),-8.9
O=C(O)/C=C1\OC(=O)c2ccccc21,-4.5
C=CC1(C)OCO/C1=C\C[N+](C)(C)C (stereo unspecified),-0.5
CC(=O)N/C(=C/c1ccccc1Br)C(=O)NC1CCCCCC1,-9.3
Cc1noc(C)c1S(=O)(=O)N(C)C[C@H]1Oc2ccc(NS(=O)(=O)c3ccc(Cl)cc3)cc2C(=O)N([C@H](C)CO)C[C@H]1C,-6.9
Cc1noc(C)c1S(=O)(=O)Nc1ccc2c(c1)C(=O)N([C@@H](C)CO)C[C@@H](C)[C@@H](CN(C)CC1CC1)O2,-14.0
C[C@H]1CN([C@@H](C)CO)C(=O)Cc2cc(NS(C)(=O)=O)ccc2O[C@@H]1CN(C)Cc1ccc2c(c1)OCO2,-4.8
COc1ccc(S(=O)(=O)N(C)C[C@H]2Oc3ccc(NS(=O)(=O)c4cn(C)cn4)cc3C(=O)N([C@@H](C)CO)C[C@H]2C)cc1,-4.5
CN(C1CCCCC1)S(=O)(=O)c1cc(Cl)ccc1Cl,0.1

Part of the list above in order of molecular weight, lowest first.
canonical_smiles,ROS inducer
COc1ccc(OC)c(NS(=O)(=O)c2cc(OC)ccc2OC)c1,-10.3
C[C@@H]1CN([C@@H](C)CO)C(=O)c2cc(NC(=O)C3CC3)ccc2O[C@H]1CN(C)Cc1ccc(Cl)c(Cl)c1,17.1
Cc1noc(C)c1S(=O)(=O)N(C)C[C@H]1Oc2ccc(NS(=O)(=O)c3ccc(Cl)cc3)cc2C(=O)N([C@H](C)CO)C[C@H]1C,-6.9

The listing continues:
canonical_smiles,ROS inducer
CCOc1ccc2c(c1)[nH]c(=S)n2C,-0.6
COCCOC(=O)N1C(=O)[C@@]2(c3cc(C#CCC(C(=O)OC)C(=O)OC)ccc31)[C@H](C(N)=O)[C@H]1C(=O)O[C@H](c3ccccc3)[C@H](c3ccccc3)N1[C@@H]2c1ccccc1OCCO,161.6*
C[C@H](CO)N1C[C@H](C)[C@H](CN(C)Cc2ccc(Cl)c(Cl)c2)Oc2c(NC(=O)C3CCCCC3)cccc2C1=O,19.6
Cc1ccc(C(=O)N2C(=O)C(c3ccccc3)Oc3ccccc32)cc1 (stereo unspecified),-6.0
CCN=C(NCC)SC1CC(=O)N(CCc2ccccc2)C1=O (stereo unspecified),-5.5
CSc1ccccc1NC(=O)C(C)n1nc(C)c([N+](=O)[O-])c1C (stereo unspecified),-7.3
Cc1cc(C(=O)Nc2cccc3c2O[C@H](CN(C)C)[C@H](C)CN([C@@H](C)CO)C3=O)n(C)n1,6.8
C[C@@H]1CN([C@H](C)CO)C(=O)c2cccc(NS(=O)(=O)c3ccc(Cl)cc3)c2O[C@@H]1CN(C)Cc1ccncc1,-3.8
C[C@H]1CN([C@@H](C)CO)C(=O)Cc2cc(NC(=O)CCN3CCOCC3)ccc2O[C@@H]1CN(C)C(=O)Nc1ccccc1,2.4
Cc1noc(C)c1NC(=O)N(C)C[C@@H]1Oc2ccc(NC(=O)c3ccncc3)cc2CC(=O)N([C@H](C)CO)C[C@@H]1C,-2.2
O=C(C1=C[C@@H](c2ccc3c(c2)OCO3)C[C@@H](OCc2ccc(CO)cc2)O1)N1CCCCC1,12.2
CCc1cc(C)cc(OCCn2cc(C=C3C(=O)NC(=O)NC3=O)c3ccccc32)c1,25.6
C[C@@H]1CCCCO[C@@H](CN(C)S(=O)(=O)c2ccc(Cl)cc2)[C@@H](C)CN([C@H](C)CO)C(=O)c2cc(NC(=O)c3ccccc3)ccc2O1,133.4*
Cc1noc(C)c1S(=O)(=O)N(C)C[C@@H]1Oc2c(NS(=O)(=O)c3cn(C)cn3)cccc2C(=O)N([C@H](C)CO)C[C@@H]1C,-16.4
CCC(C)NC(=O)c1cc(-c2ccc(F)cc2)no1 (stereo unspecified),-9.6
COc1ccc(NC(=O)CSc2nc(-c3ccc(Cl)cc3)cc(C(F)(F)F)n2)c([N+](=O)[O-])c1,-4.5
CC(C)(C)C(=O)CSc1nnc(-c2ccco2)n1Cc1ccco1,15.4
c1ccc2c(c1)OCC(c1nn3c(Cn4cnc5ccccc54)nnc3s1)O2 (stereo unspecified),-0.5
Cc1ccc(S(=O)(=O)N(C)C[C@H]2Oc3c(cccc3N(C)C)C(=O)N([C@@H](C)CO)C[C@H]2C)cc1,-0.1
CC#CCc1cc2ccccc2c(=O)o1,3.9
C[C@H]1CN([C@@H](C)CO)C(=O)c2cc(NS(=O)(=O)c3ccc(Cl)cc3)ccc2O[C@@H]1CN(C)Cc1ccc(C(F)(F)F)cc1,80.6*
Cc1cc(C)c(S(=O)(=O)N(C)CC(=O)Nc2cccc(C)c2C)c(C)c1,-10.7
CC(C)Cc1ccc(/C=C/C(=O)N2CCCC2)cc1,41.7
